From PubChem
GLA spleen mod: inhibitors or activators of human alpha-galactosidase in spleen homogenate. P06280. Potency, µM (series often up to 80 µM), without a hit: at the highest dose activity change, negative = inhibition, usual class: inhibitors. human spleen homogenate, 4MU-alpha-Gal fluorescence, 40 min. actives 0.008% (n = 240,000). AID 2107;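 note: potency is the fitted concentration of half-maximal effect; 0% = enzyme with vehicle and -100% = no enzyme basal signal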
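Inhibition or activation of alpha-galactosidase in human spleen homogenate is scored by 4-MU fluorescence after 40 min at 37C, pH 5.0, with 1 mM substrate. AC50s come from concentration-response fitted to the Hill equation.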
Tau fluor cs: counter-screen for tau fibril formation inhibitors; tau K18 P301L (four-repeat tau fragment) Alexa594 fluorescence, heparin fibrillization; Potency, µM (top dose mostly 57.7 µM), for the others: at the highest dose activity change, negative = decrease; actives 0.93% (n = 280,000); note: potency is the fitted concentration of half-maximal effect; % is set by controls: 0 for no effect and ±100 for the full control effect; nearly all actives have a fitted effect of over 55% in size
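Human K18 P301L tau (15 uM unlabeled plus 0.24 uM Alexa 594-labeled, final) in 100 mM sodium acetate pH 7 was mixed with compound and 20 uM heparin and incubated 6 hr at 37 C.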
TRb SRC2 PPI: inhibitors of human thyroid hormone receptor beta-SRC2 interaction. P10828. TRbeta-SRC2 peptide binding, fluorescence polarization; receptor liganded with 1 µM T3. Potency, µM (doses to about 106 µM), for the others: top-dose activity change, negative = inhibition, actives largely listed as inhibitors. actives 0.065% (n = 280,000). AID 1469;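 note: potency is the fitted concentration of half-maximal effect; plate controls were bound peptide for no effect and peptide without receptor for full effect; nearly all actives have a fitted effect of over 50% in size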
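Polarization signal, normalized between peptide-alone and full complex controls, measured compound effects on T3-liganded human TRb LBD (0.6 uM) binding 20 nM Texas Red SRC2 peptide after 5 hr.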
TexasRed fluor: counter-screen for TRb-SRC2 inhibitors: fluorescence interference | TRb/SRC2 Texas Red total fluorescence interference | Potency, µM (doses to about 106 µM), inactives show at the top dose fluorescence change, negative = quenching | actives 0.29% (n = 280,000); active = well fitted curve in either direction with a large enough effect; inconclusive = small, poorly fitted or top-dose-only effect; note: potency is the fitted concentration of half-maximal effect; % is set by controls: 0 for no effect and ±100 for the full control effect
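Human TRβ ligand-binding domain (0.6 uM) and Texas Red SRC2 peptide (20 nM) in Tris buffer with 1 uM T3 and 5% DMSO were incubated with pinned compound for 5 hr at ambient temperature. Total fluorescence was computed as S + 2P (555/632 nm).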
Tau fibril FP: tau fibrillization inhibition (FP); Potency, µM (titrated, usually from 57.7 µM), without a hit: top-dose activity, negative = inhibition, usual class: inhibitors; AID 1468; P10636; actives 0.39% (n = 280,000); K18 P301L tau heparin fibrillization, Alexa594 FP, 6 h; note: potency is the fitted concentration of half-maximal effect; % is set by controls: 0 for no effect and ±100 for the full control effect; nearly all actives have a fitted effect of over 55% in size
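K18 P301L tau (15 uM unlabeled/0.24 uM Alexa 594-labeled, final) + compound + heparin 20 uM final; 100 mM NaOAc pH 7; 6 hr 37 C; ThT 30 uM final added, 1 hr RT; FP ex 555/em 632 nm.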
NPSR antag: neuropeptide S receptor (human) antagonism, cAMP. Q6W5P4. CHO-NPSR cells, cAMP TR-FRET, antagonist mode. Potency, µM (series often up to 38.3 µM), inactives show top-dose activity change, negative = inhibition, most hits filed as inhibitors. actives 1% (n = 220,000). AID 1461; note: potency is the fitted concentration of half-maximal effect; % is set by controls: 0 for no effect and ±100 for the full control effect; nearly all actives have a fitted effect of over 50% in size; many of its hits are not listed in these tables
Target sequence (Q6W5P4 whole entry, looked up): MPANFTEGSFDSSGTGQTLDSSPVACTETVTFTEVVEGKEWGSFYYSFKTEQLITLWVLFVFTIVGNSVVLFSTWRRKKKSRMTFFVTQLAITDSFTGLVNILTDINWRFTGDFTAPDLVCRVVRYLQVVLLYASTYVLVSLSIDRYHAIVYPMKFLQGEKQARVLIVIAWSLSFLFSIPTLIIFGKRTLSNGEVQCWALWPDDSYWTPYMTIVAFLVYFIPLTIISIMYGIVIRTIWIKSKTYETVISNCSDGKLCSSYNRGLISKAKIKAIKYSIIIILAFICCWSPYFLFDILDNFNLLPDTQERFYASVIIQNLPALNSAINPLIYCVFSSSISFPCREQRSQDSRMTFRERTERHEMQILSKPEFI
CBFb RUNX1 block: blocks binding between human CBF-beta and RUNX1; Q01196+Q13951; AlphaScreen CBFb-His/RUNX1-biotin binding, biochemical; Potency, µM (top dose mostly 59.8 µM), without a hit: at the top dose activity, negative = inhibition, hits mostly inhibitors; 230,000 tested, under 10 active; AID 1477; note: % of control where 0% means no effect
Target sequence (Q01196 whole entry, looked up): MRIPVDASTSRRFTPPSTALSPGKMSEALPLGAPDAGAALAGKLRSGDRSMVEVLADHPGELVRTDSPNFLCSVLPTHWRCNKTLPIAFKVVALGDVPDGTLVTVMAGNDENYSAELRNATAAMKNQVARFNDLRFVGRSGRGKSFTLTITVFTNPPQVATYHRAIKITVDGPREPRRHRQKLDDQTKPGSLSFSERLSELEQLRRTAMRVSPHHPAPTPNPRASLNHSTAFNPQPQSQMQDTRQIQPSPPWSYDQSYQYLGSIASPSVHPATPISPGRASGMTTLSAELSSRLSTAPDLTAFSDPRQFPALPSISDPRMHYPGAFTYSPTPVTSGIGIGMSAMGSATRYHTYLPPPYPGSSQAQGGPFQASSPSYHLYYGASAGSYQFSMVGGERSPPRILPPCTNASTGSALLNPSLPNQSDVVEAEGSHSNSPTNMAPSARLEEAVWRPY
Target sequence (Q13951 whole entry, looked up): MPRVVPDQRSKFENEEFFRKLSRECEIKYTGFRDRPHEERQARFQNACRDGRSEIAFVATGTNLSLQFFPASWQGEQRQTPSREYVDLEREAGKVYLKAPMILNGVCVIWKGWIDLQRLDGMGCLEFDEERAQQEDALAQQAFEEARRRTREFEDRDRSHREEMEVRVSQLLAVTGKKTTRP
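Interaction loss through any mechanism counts as activity. Pre-formed complex of His-CBF-beta and biotin-RUNX1 (30 nM apiece) is incubated with compound 15 min, then with 50 ng nickel and 50 ng streptavidin beads for 90 min before AlphaScreen detection.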
Epigenetic reg: epigenetic control regulation, reporter derepression; murine LDR cells, GFP reporter derepression, 30 h; Potency, µM (titrated, usually from 53.9 µM), for the others: top-dose GFP activation, hits mostly activators; actives 0.2% (n = 280,000); AID 1865; note: potency is the fitted concentration of half-maximal effect; % of control where 0% means no effect; nearly all actives have a fitted effect of over 60% in size
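In this reporter-derepression format, murine cells bearing a silenced integrated CMV-GFP locus incubate with test compound (30 h, 37 C), then are washed and imaged; fluorescent objects of 20–120 um count as induced cells.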
Starred values were filed as active, the others as inactive; ? = inconclusive; nt = no result given; & = joins results of further samples; [ ] = another dose, or the depositor's remark. Unless noted, calls come from the whole dose curve; as a rule, active = well fitted curve in the direction sought with a large enough effect; inconclusive = small, poorly fitted or top-dose-only effect, or another doubt; inactive = no such curve, though single readings can be large; an effect the other way counts as inactive or inconclusive. An excerpt, so the mix of outcomes need not match the whole.

Fields: GLA spleen mod | Tau fluor cs | TRb SRC2 PPI | TexasRed fluor | Tau fibril FP | NPSR antag | CBFb RUNX1 block | Epigenetic reg
> Cc1[nH]n(-c2ccccc2)c(=O)c1C(c1ccccc1C(=O)O)c1c(C)[nH]n(-c2ccccc2)c1=O
    3% | -12% | -4% | 3% | 1% | 11% | -3% | -1.9%
> COc1cccc(OC)c1CC1SC(=O)NC1=O (stereo not given)
    -1% | -5% | 1% | 2% | -7% | -9% | 9% | 2.9%
> NNC(=O)c1ccc(Cn2cccn2)o1
    7% | -13% | 1% | -2% | -5% | -18% | 2% | -1.0%
> COc1ccccc1CNC(=O)CCC1N=C2c3ccccc3N=C(SCc3ccccc3Cl)N2C1=O (stereo not given)
    nt | -14% | 2% | 2% | -6% | nt | nt | -1.3%
> Cn1ncc(Cl)c1C(=O)N1CCc2ccccc21
    -7% | -7% | -18% | 4% | 5% | 4%[46.1 µM] | -1% | -1.0%
> Cc1ccc(C)c(SCC(=O)OC/C(O)=C(\C#N)c2nc3ccccc3[nH]2)c1
    7% | ? | 15% | 2% | -4% | -21% | -7% | ?
> CCc1ccc(NC(=O)CC2C(=O)N(c3ccc(OC)cc3)C(=O)N2Cc2cccs2)cc1 (stereo not given)
    nt | -20% | 1% | -1% | -11% | nt | nt | -0.9%
> Cc1ccc(C(=O)COC(=O)c2cnccn2)cc1C
    4% | -4% | -3% | 3% | -8% | 6% | 9% | -1.1%
> Cc1nc2ccn(Cc3ccco3)c(=O)c2cc1C(=O)Nc1ccc(F)cc1
    nt | -5% | 6% | 3% | -3% | nt | nt | 1.1%
> CCOC(=O)c1sc(NC(=O)C2CC=CCC2C(=O)O)nc1C (stereo not given)
    -7% | -2% | -10% | 0% | -6% | -11%[46.1 µM] | -16% | -1.0%
> CCCOc1ccc2oc(=O)c3c(c2c1)CCCN3C(=O)CN(C)Cc1ccccc1
    4% | -10% | -6% | 1% | -5% | -20%[46.1 µM] | 8% | -5.6%
> Cc1ccc(OCCCSc2ncccn2)cc1C
    3% | -12% | 5% | 2% | 1% | -8%[46.1 µM] | 24% | -2.0%
> Cn1c(=O)n(CCc2ccccc2)c(=O)c2c1nc1n2CCN1Cc1ccco1
    -6% | -26% | -1% | -4% | 8% | -24%[46.1 µM] | -10% | -0.3%
> COc1ccc(CC(=O)n2[nH]c(=O)ccc2=O)cc1OC
    6% | -22% | -1% | -2% | -19% | -17% | 9% | -1.0%
> CCCCSc1nc2c(cnn2-c2ccc(C)c(C)c2)c(=O)[nH]1
    6% | -10% | -5% | 0% | -18% | 0%[46.1 µM] | 0% | -2.7%
> COc1cccc(CNC(=O)C(C)n2ncn3cccc3c2=O)c1OC (stereo not given)
    nt | -14% | 0% | -1% | 1% | nt | nt | -0.6%
> Cc1cc(C)n2nc(C(=O)OCCOc3cccc(Br)c3)nc2n1
    16% | 0% | -14% | 2% | 3% | -17%[46.1 µM] | -3% | -4.2%
> CN(/N=C/c1cc([N+](=O)[O-])ccc1O)c1ccccc1
    1% | -20% | 0% | -2% | 1% | 2% | 4% | ?
> CC(=O)c1ccc(N2CCN(c3ncc(C(F)(F)F)cc3Cl)CC2)cc1
    -2% | -25% | -16% | -2% | -5% | -14%[46.1 µM] | 10% | -1.2%
> Cc1ccc(C(C)C)c(OCC(=O)Nc2cccc(-c3nc4ncccc4o3)c2)c1
    nt | -26% | 11% | 0% | -1% | nt | nt | -0.8%
> C=C(C)Cn1c(=O)c2c(nc3n2CCN3c2cc(C)cc(C)c2)n(C)c1=O
    nt | -18% | 3% | -9% | 3% | nt | nt | 0.8%
> O=C1CNC(=S)N1CCc1ccc(Cl)cc1
    0% | 7% | 0% | -3% | 14% | 15% | 0% | 0.0%
> Cn1c(=O)c(=O)n(C)c2cc(N3CCCC3)c(NC(=O)c3ccccc3F)cc21
    nt | -14% | -10% | -1% | -14% | nt | nt | 2.0%
> CCCCn1c(-c2ccc([N+](=O)[O-])cc2)n[nH]c1=S
    ? | -7% | 3% | 2% | -2% | ? | -2% | -1.0%
> O=c1[nH]c(-c2ccc(F)cc2)nc2c1sc(=S)n2-c1ccccc1
    1% | -7% | -19% | -3% | 0% | -8% | 1% | -1.0%
> CCc1ccc(OCC(=O)N/N=C(\C)c2ccc(OC(F)F)cc2)cc1
    -9% | -3% | 1%[53 µM] | 0%[53 µM] | -9% | -14% | -3% | -1.3%
> CN(C)S(=O)(=O)c1cc(NC(=O)COC(=O)CCSc2ccc(Cl)cc2)ccc1Cl
    -17% | ? | -1% | -1% | ? | -1% | ? | -1.9%
> CC(C)(C)OC(=O)NCCCC(CCCNC(=O)OC(C)(C)C)C(=O)O
    -8% | -9% | -13% | 0% | -10% | -4%[46.1 µM] | 3% | -1.0%
> COc1cccc(OC)c1OCCNCC1CSc2ccccc2O1 (stereo not given)
    -7% | -9% | -1% | 0% | 6% | -12%[46.1 µM] | -2% | -0.2%
> CCOC(=O)C(CCCCOc1ccc([N+](=O)[O-])cc1)C(=O)OCC
    3% | -23% | -3% | -1% | -1% | -19%[46.1 µM] | 17% | -2.6%
> CSCCC(C(=O)N1C[C@]2(C)C[C@H]1CC(C)(C)C2)N1C(=O)c2ccccc2C1=O (stereo not given in full)
    5% | -3% | 4% | -1% | 7% | -25%[46.1 µM] | 0% | -0.9%
> COc1ccccc1Nc1cc(C(=O)NCCCN2CCOCC2)c2ccccc2n1
    -1% | -24% | 0% | -4% | 6% | -8%[46.1 µM] | -1% | 0.2%
> O=C(Nc1nnc(N2CCCC2)s1)Nc1cc(F)ccc1F
    nt | 2% | -3% | -1% | -7% | nt | nt | -2.8%
> COc1ccc(CCNC(=O)/C(C#N)=C2\N=C(NC(=O)c3ccco3)c3ccccc32)cc1
    4% | ? | 3% | 0% | 15% | 1%[7.67 µM] | 0% | 0.0%
> COc1ccc(CC(NC(C)=O)C(=O)N2CCN(C(=O)Nc3cccc(F)c3)CC2)cc1OC (stereo not given)
    -9% | -7% | -2% | -6% | 5% | 6% | 8% | 0.0%
> Cn1c(=O)n(CC(=O)O)c(=O)c2c1nc1n2CCS1
    8%&11% | -7%&6% | 3%&-1% | 0%&-4% | 0%&5% | -4%[46.1 µM] | 4%&12% | 4.8%&-1.4%
> CCCN1Cc2cccc(C(=O)Nc3ccccc3F)c2C1=O
    nt | -14% | -1% | -2% | 8% | nt | nt | -1.1%
> COc1ccc(C)cc1NC(=O)c1ccc(NS(=O)(=O)c2cccc3cccnc23)cc1
    3% | ? | 0% | -1% | ? | ? | -10% | -6.6%
> Cc1ccc(-c2[nH]nc3c2C(c2ccccc2OC(=O)N2CCOCC2)C(C#N)=C(N)O3)cc1 (stereo not given)
    -2% | -12% | 0% | 2% | -2% | -4%[46.1 µM] | 7% | 0.4%
> CCN(CC)S(=O)(=O)c1ccc2c(c1)nc(CCC(=O)OCC(=O)N1CCc3ccccc31)n2C
    -2% | 1% | -5% | 0% | 4% | -19%[46.1 µM] | -3% | 0.0%
> CC(NC(=O)CN1CCC(C(N)=O)CC1)c1ccccc1 (stereo not given)
    2% | 2% | 2% | -6% | 2% | 12%[46.1 µM] | -6% | 1.5%
> CCn1cc(C(=O)N(C)Cc2ccccc2)c(=O)c2cc(S(=O)(=O)N3CCCCCC3)ccc21
    nt | -5% | -1% | 0% | 0% | nt | nt | 0.8%
> Cc1cccc(NC(=O)Cn2cnc3c(oc4ccccc43)c2=O)c1C
    -4% | 11% | 6% | -1% | 2% | -7% | 1% | 13%
> COc1ccc(NC(=O)Cn2nnc(-c3ccccc3NC(=O)C3CC3)n2)cc1
    13% | -20% | -3% | 2% | -9% | -11%[46.1 µM] | 6% | -2.0%
> Cc1cccn2c(=O)cc(CSc3nnc(NC(=O)c4ccc(F)cc4)s3)nc12
    nt | 4% | 0% | -1% | -1% | nt | nt | -2.8%
> CC1C/C(=N/Nc2ccc([N+](=O)[O-])cc2[N+](=O)[O-])CC(C)(C)C1 (stereo not given)
    3% | -28% | -2% | 0% | 20% | -10%[46.1 µM] | 3% | 0.1%
> Cc1cc(C)c(C#N)c(SCC(=O)NC2CC2)n1
    ? | -3% | -13% | 0% | -5% | 1%[7.67 µM] | 2% | 0.3%
> CCc1cc(CNC(=O)CC2C(=O)NCCN2Cc2cccc(OC)c2)on1 (stereo not given)
    6% | -10% | -11% | 4% | ? | -9% | 10% | 1.2%
> CC(C)c1onc(C(=O)Nc2cccc(O)c2)c1[N+](=O)[O-]
    -5% | -10% | -2% | -2% | 4% | -3% | 3% | -0.1%
> Cc1ccnc(NC(=O)CCCOc2ccccc2)c1
    4% | 1% | 1% | -3% | 2% | 5% | -1% | -4.8%
> CC1=C(C(=O)OCC(C)C)C23C(=O)c4ccccc4C2(O1)OC(N)=C3C#N (stereo not given)
    -21% | -16% | -7% | -3% | 3% | -27%[46.1 µM] | 1% | 0.6%
> C/C(=C\C(=O)c1ccc(Br)cc1)NCc1ccc(C)cc1
    5% | -18% | -2% | 1% | 1% | -15%[46.1 µM] | 20% | -1.3%
> COc1ccc(NC(=O)c2sc3nc4c(cc3c2N)CN(Cc2ccccc2)CC4)cc1
    nt | ? | -2% | -31% | -7% | nt | nt | 3.3%
> CC(=O)NC12CC3CC(C1)CC(C(=O)OCC(=O)Nc1ncc(Cl)c(C)c1Cl)(C3)C2
    -1% | -9% | -7% | 1% | -2% | -3%[46.1 µM] | -5% | 0.7%
> O=C(O)c1cnn2cc(-c3[nH]ncc3[N+](=O)[O-])cnc12
    2% | -11% | 9% | -1% | 5% | 20% | 0% | -1.1%
> CC(C)C(=O)Nc1nnc(S(=O)(=O)N2CCCCCC2)s1
    nt | -16% | -8% | 1% | -9% | nt | nt | ?
> COc1cc(OC)c(NC(=O)Cc2ccc(-n3c(C)nc4cccnc43)cc2)cc1Cl
    nt | -12% | -9% | -1% | 9% | nt | nt | -3.2%
